High-throughput results as filed in PubChem BioAssay.
HDAC3 inhib = HDAC3 deacetylase inhibitors, primary screen, biochemical, fluorescence, cell-free homogeneous; inhibition, % at 8.3 µM; AID 2718, 2010; Histone deacetylase 3 (Homo sapiens), O15379; actives 0.15% (n = 320,000); recombinant HDAC3, fluorogenic peptide/trypsin coupled; in the data active = inhibition above about 26%, passing the limit was not always enough
Target sequence (O15379 whole entry, looked up): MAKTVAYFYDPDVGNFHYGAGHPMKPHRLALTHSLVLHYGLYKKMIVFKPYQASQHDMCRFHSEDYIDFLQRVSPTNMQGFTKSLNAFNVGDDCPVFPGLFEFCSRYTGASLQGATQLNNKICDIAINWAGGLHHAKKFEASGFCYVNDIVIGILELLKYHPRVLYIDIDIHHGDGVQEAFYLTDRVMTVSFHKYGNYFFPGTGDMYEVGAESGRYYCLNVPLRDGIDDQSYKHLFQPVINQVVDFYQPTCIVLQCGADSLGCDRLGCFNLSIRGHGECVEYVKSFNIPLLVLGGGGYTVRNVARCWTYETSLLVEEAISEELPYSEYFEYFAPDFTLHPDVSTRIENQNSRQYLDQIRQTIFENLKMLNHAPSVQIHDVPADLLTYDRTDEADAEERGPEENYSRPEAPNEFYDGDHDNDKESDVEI
HSF1 inh = HSF1 inhibitors in luciferase reporter cells, primary screen, cell-based, NIH3T3, luminescence | actives 0.77% (n = 300,000) | NIH3T3-HGL HSE-luciferase, MG132-induced, luminescence 8 h; hits give low values | activity change, negative = inhibition, % at 7.5 µM (by protocol);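 active = more than half of replicate wells show activity change below -50%, luminescence cut by over half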;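 also: luciferase reports HSF-1 transcriptional activity via heat shock element; 0% = median of DMSO wells and -100% = zero luminescence signal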
HSF-1 act = HSF-1 activators, primary screen, NIH3T3-HGL cells, MG132 stress, luminescence, single point; activation, % at 9 µM; AID 504408, 2011; NIH3T3-HGL HSF-1 luciferase reporter, 8 h; 100% = twice DMSO control signal; actives 1.7% (n = 300,000);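 active = mean replicate activation of at least 50% with a set share of replicates each reaching 50%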;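 also: 0% = median of the neutral control wells and 100% = twice that signal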
AI-2 QS modul = Vibrio harveyi AI-2 quorum sensing modulators, primary screen, JMH597 strain, luminescence/OD600 ratio; Vibrio harveyi JMH597 AI-2 luminescence/OD600 ratio, 9 h; hits give low values; strain lacks LuxN and CqsS sensors; 0 = neutral-control median; actives 0.4% (n = 300,000); activity change, % at 7.5 µM; in the data active = activity change below about -75%, passing the limit was not always enough;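 also: luminescence divided by OD600 gain over 9 h not by final OD600 alone; inactives centre near 13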
HSP90 refold inh = HSP90 inhibitors, primary screen, cell lysate, luminescence | Rabbit reticulocyte lysate, luciferase refolding luminescence, 3 h | AID 1789, 2009 | inhibition, % at 5.6 µM | actives 0.91% (n = 290,000);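 active = inhibition above the screen-wide mean plus 3 SD, computed separately per campaign, cut at about 16% in these data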;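 also: 0% = DMSO wells and 100% = 60 µM geldanamycin wells; inhibitors lower the luminescence because luciferase stays unfolded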
IEC-6 cytotox = cytotoxicity in IEC-6 intestinal epithelial cells, primary screen, cytotoxicity control for KLF5 inhibitor project, cell-based, luminescence | IEC-6 cytotoxicity, luminescence viability | inhibition, % at 5 µM | actives 0.78% (n = 290,000) | AID 1825, 2009; in the data active = inhibition above about 22%;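 also: 0% = plate median of test compound wells and 100% = cytotoxic reference compound wells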
HIF activator = HIF pathway transcriptional activators, primary screen, cell-based, U2OS HRE-luciferase, luminescence. actives 0.32% (n = 300,000). U2OS HRE-luciferase reporter; normalized: DMSO 0%, desferrioxamine 100%. activation, % at 7.5 µM (by protocol);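 active = mean activation of at least 10% of the iron chelator positive control signal, with at least half of replicates also reaching 10%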
Platelet DG rel = inhibitors of platelet dense granule secretion, primary screen, cell-based, MLPCN, human platelets | inhibition, %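 (compounds screened at 7.5 µM in platelet-rich plasma)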 | actives 0.22% (n = 300,000) | human platelet-rich plasma, SFLLRN dense granule ATP release, luminescence;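 active = mean replicate score, as percent of positive control, at or above 50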
aSyn 5UTR inh = MLPCN primary screen, SNCA 5' untranslated region; inhibition, % (tested at 7.5 µM); alpha-synuclein 5'UTR reporter, inhibitor activity; actives 0.82% (n = 300,000); in the data active = inhibition above about 60%;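 also: H4 neuroglioblastoma cells stably carrying SNCA 5'UTR luciferase fusion; 0% = DMSO wells and 100% = positive control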
KLF5 inhibitor = KLF5 expression inhibitors, primary screen, DLD-1 cells, luminescence; DLD-1 KLF5 promoter-luciferase reporter; inhibition, % at 5 µM; actives 0.23% (n = 290,000); AID 1700, 2009;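 active = inhibition above a per-plate limit of that plate's mean compound inhibition plus 3 SD, cut at about 60% in these data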;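 also: 0% = DMSO wells and 100% = LY294002 at 200 µM; higher means less KLF5 promoter-driven luciferase light; inactives centre near -14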
Starred values were filed as active, the others as inactive; . = no result given.

SMILES	HDAC3 inhib	HSF1 inh	HSF-1 act	AI-2 QS modul	HSP90 refold inh	IEC-6 cytotox	HIF activator	Platelet DG rel	aSyn 5UTR inh	KLF5 inhibitor
COCCN1C(=O)C(=O)/C(=C(/O)c2cccc(OC)c2)C1c1ccncc1 (stereo not drawn)	4.7	1.7	0.6	12.8	-0.1	-2.2	0.0	11.4	-16.1	-3.2
Cn1c(SCC(=O)N/N=C/c2cccnc2)nnc1-c1ccccc1	-0.9	-0.7	1.3	16.3	4.1	-4.6	-0.5	6.6	4.3	-22.0
O=C(C1CCN(S(=O)(=O)c2ccc(Br)s2)CC1)N1CCc2ccccc21	2.8	1.1	-7.5	5.9	8.4	-5.8	-0.2	-7.8	24.5	-35.6
Cc1ccc(C(C2=C(O)CC(C)(C)CC2=O)C2C(=O)CC(C)(C)CC2=O)s1 (stereo not drawn)	7.5	4.1	-3.0	34.4	-3.6	-2.3	-0.3	7.7	.	-60.4
CC(C)C1N(c2ccccc2)C(N)=C(C#N)C1(C#N)C#N (stereo not drawn)	-1.6	2.3	-12.2	20.1	1.0	2.1	-0.4	1.1	12.5	-23.3
CCc1cc2cccc(C)c2nc1SCC(=O)NC1CCCC1	6.8	0.1	-1.6	2.0	-2.3	-5.5	0.5	-7.4	-3.0	-14.1
CCCCCCC(=O)N/N=C(\C)Cc1ccccc1	2.5	-0.2	6.7	13.0	2.5	4.3	-0.3	-3.6	7.8	-4.0
COc1cc(/C=N/NC(=S)NCCN2CCOCC2)cc(OC)c1O	6.2	5.3	-2.0	10.7	1.0	6.7	0.2	15.2	29.6	-16.9
O=c1[nH]c(CNCc2cccnc2)nc2ccccc12	6.3	-4.3	6.0	4.1	-2.2	2.0	-0.2	-1.4	-8.1	-16.4
O=C(CCCN1C(=O)c2ccccc2C1=O)OC1CSCC1NC(=O)c1ccccc1 (stereo not drawn)	-4.7	-0.2	1.7	9.8	0.5	1.9	-0.3	11.1	19.4	-21.4
Cc1ccc(OCC(O)CN2CCc3ccccc3C2)c(C)c1 (stereo not drawn)	-3.7	-3.5	4.2	25.0	-1.3	-2.2	0.3	7.4	3.8	4.0
O=C1C(=C(c2ccccc2)c2ccccc2)Nc2ccccc21	12.2	0.9	5.2	14.6	0.8	5.1	-0.1	35.5	23.9	-0.3
O=C(COC(=O)C1CCN(/C=C/C(=O)C(F)(F)F)CC1)Nc1cccc(F)c1	6.5	2.9	5.4	18.6	1.7	5.7	-0.1	3.5	21.4	-1.6
COc1ccc(CN(Cc2cc3cccc(C)c3n3nnnc23)C(=O)N2CCOCC2)cc1	-6.9	-0.3	2.1	20.8	1.4	-1.6	2.1	9.6	8.6	-19.7
CC(C)C[C@H](NC(=O)c1nc[nH]c1C(=O)N[C@@H](CCCCNC(=O)OC(C)(C)C)C(=O)OC(C)(C)C)C(=O)OCc1ccccc1	16.7	9.0	-6.9	5.4	-2.4	4.0	1.9	-1.3	49.3	-9.8
O=C(Cn1nc(-c2ccc(N3CCOCC3)c([N+](=O)[O-])c2)c2ccccc2c1=O)N1CCCCC1	2.0	-1.8	-0.3	13.9	-5.1	2.2	-1.4	41.3	-8.8	0.3
O=C(CCc1c[nH]c2ccccc12)N1CCN(c2ccc(F)cc2)CC1	7.4	-30.0	-45.3	17.2	-1.7	1.8	0.7	-2.6	19.9	-3.4
COC(=O)c1ccc(Cl)c(NC(=O)CN2CCN(Cc3ccccc3)CC2)c1	-1.1	-2.0	-7.8	14.9	6.9	5.6	-0.3	29.9	36.4	8.8
O=[N+]([O-])c1cc(-c2ccn[nH]2)ccc1Cl	5.3	0.0	1.0	20.7	-1.7	0.5	0.0	-0.9	-9.8	2.2
O=C(C1CCCCN1S(=O)(=O)c1ccccc1)N1CCN(Cc2ccccc2)CC1 (stereo not drawn)	-2.3	5.1	38.6	-5.0	-1.6	-3.9	-0.2	-3.4	-2.2	-21.6
Cc1ccc(C)n1-c1sccc1C(=O)O	.	-2.8	10.4	26.7	-0.2	-10.9	-2.7	9.3	4.8	-4.1
CCOc1ccccc1NC(=S)NC(=O)C1CC1	-8.9	-13.3	-3.7	15.0	1.9	1.8	-0.2	-10.1	-4.9	-10.0
O=C(Nc1ccc(NC(=O)c2ccco2)cc1)c1cnccn1	4.0	15.5	25.3	5.2	-0.3	-2.8	1.2	23.4	-67.0	-103.7
CCn1c(CCNC(=O)c2cccs2)nnc1SCC(=O)Nc1ccc(Cl)cc1	1.5	8.8	18.2	20.9	5.4	1.3	0.3	0.0	13.9	19.6
CCCOn1nnnc1-c1ccccc1	-2.2	-2.6	-4.2	0.8	-1.0	-5.2	-0.2	-5.1	-7.8	-36.9
O=C(N[C@@H](Cc1ccccc1)C(=O)O)c1cccs1	-4.2	-4.2	-4.1	30.2	-1.2	-7.3	-0.2	0.2	-0.6	-35.1
O=[N+]([O-])c1cccc(CN(CCO)Cc2ccccc2)c1	2.7	0.3	-6.5	-2.1	5.3	5.4	-0.1	3.7	-1.6	13.7
O=C1CC(c2cccs2)Cc2nc(NC(=O)C3CC3)ncc21 (stereo not drawn)	.	7.4	8.4	6.2	5.2	8.6	0.0	-17.1	-18.2	9.6
O=C(Nc1ccccc1Br)c1ccc2nccnc2c1	-0.9	-2.0	-10.4	14.0	0.5	-0.6	2.0	8.9	-113.5	-79.5
COc1cc2c(cc1OC)C(C(=O)N1CCN(c3ccccc3)CC1)C(c1cccs1)N(C)C2=O (stereo not drawn)	19.5	-1.0	2.0	19.6	5.4	2.7	0.0	1.2	5.6	-28.0
COc1cccc(-n2c(SCC(N)=O)nc3ccccc3c2=O)c1	-12.4	-5.5	-7.2	2.1	0.3	-2.1	-0.9	0.2	21.1	-8.3
Clc1ccc(CNc2ncccn2)cc1	-4.1	-17.3	-20.6	12.9	-0.9	4.9	-1.8	-2.7	-8.8	-19.9
Cc1ccc(N2CC(C)Cn3c2nc2c3c(=O)[nH]c(=O)n2C)cc1C (stereo not drawn)	5.0	-0.5	-8.2	4.7	0.1	4.0	-1.4	.	29.3	-9.8
Nc1nccnc1C(=O)OCC(=O)N1CCN(S(=O)(=O)c2ccc(Cl)cc2)CC1	.	-5.3	5.4	3.9	.	.	0.1	33.0	9.7	.
C=CCSc1nnc(NC(=O)CSc2ccccn2)s1	2.7	.	.	.	2.8	-0.6	.	.	.	-0.8
CN(C)CC(C)(C)CNC(=S)NCc1ccc2c(c1)OCO2	-8.8	-9.3	-10.8	6.1	-3.0	-6.5	0.1	8.9	-7.0	-10.1
O=C(C(Cc1ccccc1)N1C(=O)c2ccccc2C1=O)N1c2ccccc2CCc2ccccc21 (stereo not drawn)	4.0	4.6	8.8	38.8	0.0	6.5	-0.7	3.7	-8.9	-18.8
CCCCN(C)Cc1c(C)[nH]c2c(ccc3ccccc32)c1=O	.	-2.4	8.2	11.7	-0.5	0.4	0.4	-0.1	8.1	-28.8
COc1ccc(CCNC(=O)C2CC(=O)N(CCc3ccc(C)cc3)C2)cc1OC (stereo not drawn)	-14.6	-0.1	10.6	31.3	1.6	-3.9	0.0	-2.0	-4.4	-37.1
O=C(C1=C(O)C(=O)N(Cc2ccco2)C1c1cccc(Cl)c1)c1ccco1 (stereo not drawn)	2.3	0.3	1.2	9.1	-2.4	-1.3	0.9	-2.2	-6.9	-29.4
CCOC(=O)COn1c2c(c3c4no[n+]([O-])c4ccc31)CCCC2	12.9	-15.8	-10.3	3.7	-1.5	-3.5	-0.4	-2.5	7.4	-22.0
COc1ccc(CC(=O)NNC(=O)COc2ccc(Br)cc2C)cc1OC	-0.6	-27.3	-46.0	2.5	1.7	-0.1	-0.1	0.0	1.4	-21.3
CC1(C)CC(CC(=O)Nc2ccccc2[N+](=O)[O-])C(=O)O1 (stereo not drawn)	0.4	-8.0	9.0	31.7	0.6	3.6	0.3	-2.2	-20.2	17.1
Cc1ccc(CN2C(=O)C(C)Oc3ccccc32)cc1 (stereo not drawn)	-3.0	-6.3	-7.1	14.6	1.4	9.8	-0.7	-14.3	-11.1	-3.0
CC(=C1C(=O)c2ccccc2C1=O)N1CCC(C(N)=O)(N2CCCCC2)CC1	-4.1	.	.	34.5	-0.2	2.6	.	-3.0	.	0.9
COc1ccc(C(=O)N(CC(=O)NC(C)(C)C)c2ccc3c(c2)OCCO3)cc1OC	-0.2	-4.3	-4.2	3.5	0.1	2.2	0.0	1.0	-30.1	-7.3
Cc1ccccc1CNC(=O)C(=O)Nc1nccs1	-8.9	6.1	17.9	-1.4	-5.3	-4.9	0.7	-4.7	-0.5	-25.9
Cc1cccc(N=C2NC(=O)/C(=C/c3cccnc3)S2)c1C	12.3	-7.3	-24.3	.	-6.7	-5.6	0.1	-8.1	-2.7	-14.4
CCC(=O)c1ccc(SC(=O)N(C)C)cc1O	-0.2	5.3	-0.9	22.1	4.5	-0.1	1.7	2.5	-67.6	-14.4
O=C(Cc1cccc2ccccc12)Nc1ccc(N2CCOCC2)cc1	.	-5.4	9.4	59.2	1.7	2.8	-36.6	-25.2	8.1	-4.5
(more compounds)
SMILES	HDAC3 inhib	HSF1 inh	HSF-1 act	AI-2 QS modul	HSP90 refold inh	IEC-6 cytotox	HIF activator	Platelet DG rel	aSyn 5UTR inh	KLF5 inhibitor
COc1ccc(NC(=O)Nc2ccc(N3CCOCC3)c3nonc23)c(OC)c1	-1.5	-2.7	-6.5	18.1	3.0	-3.8	0.1	3.4	-0.9	-7.3
Cc1cc(OCC(=O)N2CCN(c3cccc(Cl)c3)CC2)c2c(C)c(C)c(=O)oc2c1	-5.9	-7.1	-5.5	16.3	-2.1	-2.2	0.2	-9.6	23.5	-7.8
COc1ccccc1-c1coc2c(CN3CCCCC3C)c(O)ccc2c1=O (stereo not drawn)	-65.5	-2.9	2.8	3.1	2.1	-3.9	-0.2	0.5	5.2	-1.6
CCOc1ccccc1NC(=O)NNC(=O)COc1cccc(C)c1C	4.9	2.1	7.2	29.6	-0.6	1.1	-0.3	-0.7	32.3	-22.8
O=C(Nc1ccncc1)C1CCN(S(=O)(=O)c2c(Cl)cccc2Cl)CC1	0.8	-9.8	-4.9	34.1	.	.	-0.2	8.4	-7.8	.
CCC(=O)Nc1cc(-c2cc3ccccc3oc2=O)ccc1OC	-2.2	12.5	19.9	48.7	-3.2	2.3	1.4	0.7	-98.4	-95.0
